ABCG2 block: inhibitors of human ABCG2 transporter, ABCB1 counter-screen; Q9UNQ0; IgMXP3 cells, JC-1 efflux, flow cytometry; inhibition, % at 6.6 µM; 190,000 tested, 0.1% active; AID 1325;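 active = inhibition above 80%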;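 note: 0% = DMSO and 100% = nicardipine control wells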
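Incubation: cells with compound and JC-1, 10 min at 25 °C, rotating, no wash / Test system: IgMXP3 (ABCG2) plus far-red-tagged CCRF-Adr (ABCB1) cells / Compound dosing: one concentration, 6.6 µM final / Also added: JC-1 fluorescent substrate / Evaluation: efflux inhibition in percent versus controls / Detection: flow cytometry, 530 nm JC-1 signal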
RGS8-Gao reg: regulators of human RGS8-Galphao interaction; multiplexed bead flow cytometry, RGS8-Galphao binding; actives lie on both sides; P09471; 220,000 tested, 0.34% active; response (percent of control binding), % at 10 µM; in the data active = response below about 60% or above about 140%; inactive = in between;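 note: Galphao activated as the GDP aluminium fluoride complex binding bead-coupled RGS8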
ABCB1 inh: human ABCB1 inhibition, ABCG2 as counter-screen. 190,000 tested, 0.067% active. P08183. CCRF-Adr cells, JC-1 efflux, flow cytometry. inhibition, % at 6.6 µM; in the data active = inhibition above about 40%;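 note: 0% = vehicle and 100% = reference inhibitor; higher value means more JC-1 retained so stronger ABCB1 efflux block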
Target sequence (P08183 whole entry, looked up): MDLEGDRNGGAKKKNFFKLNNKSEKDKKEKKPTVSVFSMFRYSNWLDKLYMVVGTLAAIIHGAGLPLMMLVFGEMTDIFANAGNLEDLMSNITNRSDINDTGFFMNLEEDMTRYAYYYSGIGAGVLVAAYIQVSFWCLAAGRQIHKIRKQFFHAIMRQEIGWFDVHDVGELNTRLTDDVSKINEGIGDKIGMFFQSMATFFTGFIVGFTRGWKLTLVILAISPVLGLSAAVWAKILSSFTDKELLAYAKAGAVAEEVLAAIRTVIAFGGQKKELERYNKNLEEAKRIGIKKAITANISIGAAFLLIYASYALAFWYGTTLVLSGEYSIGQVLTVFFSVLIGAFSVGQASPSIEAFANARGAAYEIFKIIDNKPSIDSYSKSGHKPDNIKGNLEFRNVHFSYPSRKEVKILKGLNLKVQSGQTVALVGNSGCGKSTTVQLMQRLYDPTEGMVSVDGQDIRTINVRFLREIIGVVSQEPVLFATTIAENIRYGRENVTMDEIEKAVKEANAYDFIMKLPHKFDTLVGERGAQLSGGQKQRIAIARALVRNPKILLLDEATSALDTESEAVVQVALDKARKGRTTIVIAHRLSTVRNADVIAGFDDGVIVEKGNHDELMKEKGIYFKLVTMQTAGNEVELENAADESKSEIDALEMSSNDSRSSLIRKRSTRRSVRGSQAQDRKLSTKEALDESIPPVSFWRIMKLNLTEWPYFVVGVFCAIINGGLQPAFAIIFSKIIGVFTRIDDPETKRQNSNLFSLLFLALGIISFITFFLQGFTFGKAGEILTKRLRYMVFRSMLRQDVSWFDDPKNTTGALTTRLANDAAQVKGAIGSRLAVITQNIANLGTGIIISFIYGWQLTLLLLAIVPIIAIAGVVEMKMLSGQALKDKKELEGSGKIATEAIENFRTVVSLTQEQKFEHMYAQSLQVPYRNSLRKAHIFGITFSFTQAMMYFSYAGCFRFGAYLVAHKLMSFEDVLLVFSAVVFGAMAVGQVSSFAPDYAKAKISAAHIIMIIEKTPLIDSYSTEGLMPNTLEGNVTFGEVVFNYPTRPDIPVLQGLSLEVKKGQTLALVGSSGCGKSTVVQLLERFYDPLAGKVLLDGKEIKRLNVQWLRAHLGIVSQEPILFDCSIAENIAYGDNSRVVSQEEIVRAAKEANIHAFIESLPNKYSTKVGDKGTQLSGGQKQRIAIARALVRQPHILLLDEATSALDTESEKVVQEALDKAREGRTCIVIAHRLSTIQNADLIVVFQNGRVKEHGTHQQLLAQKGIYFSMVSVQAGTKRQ
RGS7-Gao reg: regulators of human RGS7-Galphao interaction; Multiplexed bead flow cytometry, RGS7-Galphao binding; actives lie on both sides; 220,000 tested, 0.35% active; P09471; binding response (% of control), % at 10 µM; in the data active = binding response below about 49% or above about 150%; inconclusive = no clear call, values can overlap the other calls; inactive = in between;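 note: fluorescent Galphao held in activated GDP-AlF4 state binding bead-coupled RGS7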
Mcl1-Bid inh: Mcl-1/Bid interaction inhibition; Q07820; TR-FRET Mcl-1/Bid-Dy647 peptide binding, 1536-well; inhibition, % at 21.7 µM; 220,000 tested, 0.97% active; AID 1021;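 active = compounds that cut the binding signal by more than half at the single screening dose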;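 note: His-tagged Mcl-1 with europium anti-His antibody binding Bid BH3 peptide; 0% = Mcl-1 plus peptide wells and 100% = peptide-only wells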
GSH bead fluor: GSH bead compound fluorescence profile; fluorescence (KMESF) at 10 µM; GSH beads flow cytometry, compound fluorescence 488/530 nm; hits give high values; 190,000 tested, 0.25% active; in the data active = fluorescence above about 89;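 note: glutathione beads carrying GST-tagged Bcl family fusion proteins plus one bare bead set; values are compound well signal with DMSO vehicle wells as background; inactives centre near 16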
Pf gamet viab: P. falciparum stage V gametocyte viability inhibition; P. falciparum stage V gametocytes, ATP luminescence, 24 h; inhibition, % at 10.9 µM; 150,000 tested, 0.065% active;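 active = inhibition above the mean plus 3 SD of compounds within the control limits, set per campaign, cut at about 38% in these data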;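 note: 0% = DMSO wells and 100% = medium only without gametocytes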
Mcl1-Noxa inh: Mcl-1/Noxa interaction inhibition; Q07820; TR-FRET Mcl-1/Noxa peptide binding, 2 h; inhibition, % at 21.7 µM; 220,000 tested, 1.5% active; AID 1022;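 active = compounds that cut the protein-peptide binding signal by more than 50% relative to plate controls in a single-dose test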;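 note: His-tagged Mcl-1 with rhodamine Noxa BH3 peptide and terbium anti-His antibody; 0% = Mcl-1 plus Noxa peptide wells and 100% = peptide-only wells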
Avidin bead fluor: avidin bead compound fluorescence profile | fluorescence (KMESF) at 10 µM | 220,000 tested, 0.38% active | Avidin beads, compound fluorescence 488/530 nm, flow cytometry; hits give high values; in the data active = fluorescence above about 47; note: inactives centre near 10
Bim-Mcl-1: disrupts Bim peptide binding to human Mcl-1; Q07820; Bead-based flow cytometry, Bim peptide-Mcl-1 binding; inhibition, % at 10 µM; 190,000 tested, 0.1% active; AID 1009; in the data active = inhibition above about 40%;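 note: 0% = no compound tracer wells and 100% = peptide blocker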
RGS4-Gao reg: modulates binding of RGS4 to human Galphao | Multiplexed bead flow cytometry; actives lie on both sides | binding response (% of control), % at 10 µM | 220,000 tested, 0.33% active; in the data active = binding response below about 49% or above about 150%; inactive = in between;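 note: fluorescent Galphao activated with aluminum fluoride binding bead-coupled RGS4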
Starred values were filed as active, the others as inactive; u = inconclusive; x = not tested or not shown.

SMILES | ABCG2 block | RGS8-Gao reg | ABCB1 inh | RGS7-Gao reg | Mcl1-Bid inh | GSH bead fluor | Pf gamet viab | Mcl1-Noxa inh | Avidin bead fluor | Bim-Mcl-1 | RGS4-Gao reg
O=S(=O)(c1ccccc1)N(CC(O)COc1ccccc1)c1ccccc1 (stereo not given) | x | 101 | x | u | -8 | x | -33 | -1 | 6 | x | 101
O=C(Nc1ccc(OC(F)F)c(Cl)c1)c1cccc(OC(F)F)c1 | 3 | 100 | 0.1 | 102 | 8 | 22 | x | 5 | 18 | -1 | 100
CCOC(=O)c1[nH]c(=O)[nH]c1CSCCO | 10 | 103 | 0.3 | 100 | -20 | 11 | 1 | 2 | 40 | 9 | 100
CN(C)CCOc1ccc2c(c1)Sc1ccccc1CC2=O | 7 | 98 | 5.8 | 101 | -38 | 44 | -10 | 19 | 6 | x | 99
CCCCc1cc2c(cc1NC(=O)CN1CCCCC1)OCCO2 | x | 103 | x | u | 4 | x | 2 | 16 | 6 | x | 100
COC(=O)c1cc(=O)n2c(-c3ccc(OC)cc3)csc2n1 | 1 | 97 | -0.6 | 96 | -28 | 28 | x | 14 | 12 | -4 | 95
NC(=O)C1=C[C@H](c2ccc(C(F)(F)F)cc2)C[C@H](OCc2ccc(CO)cc2)O1 | 2 | 99 | 0.2 | 97 | 1 | 18 | x | -15 | 6 | 1 | 94
COc1ccc(N=Nc2c(C)[nH][nH]c2=O)cc1 | 17 | 102 | -0.1 | 107 | -41 | 7 | -19 | 17 | 14 | -7 | 102
O=C(Oc1ccc(=O)n(-c2ccccc2)n1)c1ccc(Cl)cc1 | 0 | 101 | 0.0 | 106 | 5 | 19 | 1 | 3 | 4 | -2 | 98
CC(CCc1ccccc1)NCC(O)c1cccc([N+](=O)[O-])c1 (stereo not given) | 2 | 106 | 0.9 | 112 | -19 | 25 | -6 | 4 | 17 | 0 | 108
CCOC(=O)C(=CNCC(=O)O)C(=O)OCC | 0 | 105 | 0.1 | 104 | -12 | 6 | -24 | 17 | 6 | -1 | 105
O=C(CCSc1nnc2ccc3ccccc3n12)Nc1ccc(F)cc1 | 17 | x | 0.6 | x | -12 | 37 | -10 | -18 | x | -2 | x
COc1ccc(NS(=O)(=O)c2ccc(S(=O)(=O)N3CCCC3)cc2)cc1 | 0 | 102 | -0.1 | 103 | -43 | 17 | x | -6 | 8 | -2 | 106
COc1ccc(NC(=O)CSc2nnc(-c3ccc(C)cc3)n2N)cc1 | 0 | 102 | -0.3 | 104 | -8 | 30 | x | -10 | 7 | 0 | 102
CCOC(=O)c1ccccc1NC(=O)CSc1nc2ccccc2c(=O)[nH]1 | 5 | 92 | 0.6 | 89 | 2 | 11 | -1 | -12 | 15 | 0 | 90
CC(=O)c1ccccc1NS(C)(=O)=O | 0 | 102 | -0.1 | u | -15 | 13 | 10 | 7 | 13 | 0 | 101
Cn1c(SC2CCCCC2=O)nnc1-c1ccccc1F (stereo not given) | -2 | 104 | -0.1 | 102 | -15 | 14 | 17 | 7 | 11 | -1 | 105
CCN(CC)S(=O)(=O)c1ccc(-c2nnc(SCC(=O)Nc3ccc(OC)c(OC)c3)o2)cc1 | 1 | 97 | 0.2 | 96 | 4 | 21 | -17 | 20 | 36 | -1 | 96
Cn1c(=O)[nH]c2ccc([N+](=O)[O-])nc21 | 4 | 107 | 0.5 | 100 | -12 | 11 | x | 26 | 14 | -3 | 108
O=C(OCc1cc(=O)n2c(n1)sc1ccccc12)c1cccc(O)c1 | 2 | 103 | -1.5 | 97 | 30 | 8 | 9 | 67* | 3 | -5 | 99
COc1cc(NS(=O)(=O)c2ccc3[nH]c(=O)oc3c2)cc(OC)c1 | 0 | 103 | 0.0 | 101 | -36 | 15 | x | 4 | 12 | -2 | 106
O=[N+]([O-])c1ccc(Sc2ccccc2)nc1 | 6 | 103 | x | 98 | -13 | 13 | 5 | -10 | 5 | -4 | 100
O=C(O)c1ccccc1C(=O)NCC(O)COCC1CC=CCC1 (stereo not given) | 14 | 97 | 1.6 | 100 | -4 | 30 | x | 7 | 12 | -5 | 98
Cc1cc(C)nc(/N=C2\NC(=O)CC3C(=O)NCCN23)n1 (stereo not given) | 6 | 13* | 0.5 | 12* | -6 | 24 | 16 | 6 | 4 | -3 | 21*
N#Cc1c(-c2ccc(F)cc2)cc(C2CC2)nc1SCC(=O)c1cccs1 | 1 | 100 | -0.1 | 100 | -95 | 12 | 9 | -274 | 13 | 0 | 103

Arranged by value in Bim-Mcl-1 (descending): three of the compounds above.
SMILES	Bim-Mcl-1
O=C(CCSc1nnc2ccc3ccccc3n12)Nc1ccc(F)cc1	-2
O=[N+]([O-])c1ccc(Sc2ccccc2)nc1	-4
COc1ccc(N=Nc2c(C)[nH][nH]c2=O)cc1	-7

Quoted at random: 3 records from the list, in no set order.
SMILES | ABCG2 block | RGS8-Gao reg | ABCB1 inh | RGS7-Gao reg | Mcl1-Bid inh | GSH bead fluor | Pf gamet viab | Mcl1-Noxa inh | Avidin bead fluor | Bim-Mcl-1 | RGS4-Gao reg
COc1ccc(NS(=O)(=O)c2ccc(S(=O)(=O)N3CCCC3)cc2)cc1 | 0 | 102 | -0.1 | 103 | -43 | 17 | x | -6 | 8 | -2 | 106
CCOC(=O)c1[nH]c(=O)[nH]c1CSCCO | 10 | 103 | 0.3 | 100 | -20 | 11 | 1 | 2 | 40 | 9 | 100
O=C(OCc1cc(=O)n2c(n1)sc1ccccc12)c1cccc(O)c1 | 2 | 103 | -1.5 | 97 | 30 | 8 | 9 | 67* | 3 | -5 | 99

Other entries.
SMILES | ABCG2 block | RGS8-Gao reg | ABCB1 inh | RGS7-Gao reg | Mcl1-Bid inh | GSH bead fluor | Pf gamet viab | Mcl1-Noxa inh | Avidin bead fluor | Bim-Mcl-1 | RGS4-Gao reg
O=[N+]([O-])c1ccc(NCCNc2ccc(Cl)nn2)cc1 | 1 | 99 | 0.2 | 100 | -11 | 17 | -2 | 27 | 34 | 0 | 99
Cn1c(=O)[nH]c(=O)c2c1nc(N(CCO)Cc1ccccc1)n2Cc1ccccc1Cl | 10 | 99 | -0.6 | 100 | -1 | 35 | 1 | 17 | 9 | -4 | 98
O=C(O)CNC(=O)c1cccc(C(F)(F)F)c1 | 5 | 97 | 2.0 | u | -13 | 14 | -6 | 6 | 12 | 0 | 98
COc1ccc(CC(=O)NNC(=O)c2nn(Cc3ccccc3)c(=O)c3ccccc23)cc1OC | x | 97 | x | u | 5 | x | 9 | 17 | 27 | x | 122
Cc1ccccc1CSc1nc(C(C)(C)C)cc(=O)[nH]1 | 7 | 101 | 1.0 | 101 | -18 | 12 | x | 10 | 10 | 2 | 102
CCOC(=O)N1CCN(Cc2nc(N)nc(Nc3ccccc3C)n2)CC1 | 14 | 104 | 1.3 | 102 | -21 | 15 | x | -16 | 13 | -2 | 106
OC1C2(Cc3ccccc3)CN3CCN(C2)CC1(Cc1ccccc1)C3 (stereo not given) | 1 | 101 | 0.2 | 100 | x | 39 | -12 | x | 8 | -1 | 99
COc1ccc(NC(=O)CC2C(=O)NCCN2C(=O)c2ccc(Cl)cc2)cc1 (stereo not given) | x | 102 | x | u | -3 | x | 2 | -3 | 8 | x | 104
Cc1ccc(S(=O)(=O)NCc2cn3c(C)csc3n2)cc1 | 6 | 102 | 0.1 | 102 | -17 | 35 | x | 17 | 13 | -2 | 102
CC(C)NC(=O)COC(=O)c1ccccc1Oc1ccccc1 | 4 | 98 | 0.5 | 101 | 3 | 13 | 6 | 3 | 11 | 0 | 100
CCOc1ccccc1OCCCNCc1ccco1 | 2 | 97 | 0.5 | 104 | -11 | 20 | 8 | 22 | 4 | -5 | 100
COc1nc(Nc2ccc([N+](=O)[O-])cc2)nc(NC2CCCCC2)n1 | 17 | 99 | 2.4 | 98 | 8 | 15 | -8 | 15 | 12 | -4 | 98
Cc1ccc(C(NC(=O)N2CCCC2)C(Cl)(Cl)Cl)cc1F (stereo not given) | 2 | 101 | 0.9 | 100 | -10 | 16 | -1 | -2 | 11 | -1 | 102
O=C(CCN1C(=O)c2ccncc2C1=O)Nc1ccc2c(c1)OCCO2 | 5 | 91 | 0.8 | 86 | -3 | 23 | 6 | 17 | 9 | 0 | 90
CCn1c(SCC(=O)N2CCCCC2)nnc1-c1ccc(S(=O)(=O)N2CCN(C)CC2)cc1 | -2 | 102 | -0.2 | 101 | -6 | 15 | 2 | 6 | 8 | -1 | 101
CCOC(=O)C1=C(C)NC(=O)CC1c1ccccc1OC (stereo not given) | 1 | 102 | 0.1 | 99 | -22 | 24 | -30 | -12 | 12 | 4 | 98
Cc1ccc2cc(COC(=O)c3ccncc3)c(=O)[nH]c2c1 | 4 | 101 | 1.0 | 110 | -34 | 6 | x | 16 | 13 | -2 | 111
O=C(NCCO)/C(=C/c1ccc2c(c1)OCO2)NC(=O)c1ccc(Br)cc1 | 0 | 89 | 1.8 | 94 | -14 | 14 | 0 | 18 | 6 | 0 | 78
O=C(CSC1=NCCS1)N1CCCCCC1 | 3 | 101 | 0.8 | 101 | 10 | 38 | x | 22 | 7 | 0 | 102
Cc1cccc(N(CC(=O)O)CC(=O)O)c1 | -4 | 94 | -0.4 | 93 | -46 | 13 | -37 | -27 | 9 | -3 | 95
CN(c1ccccc1C(=O)Nc1ccc(S(=O)(=O)N2CCOCC2)cc1)S(C)(=O)=O | -6 | 103 | -0.8 | 100 | 7 | 8 | x | 7 | 3 | 1 | 102
COc1ccc(C2(CNC(C)=O)CCOCC2)cc1OC | 2 | 97 | 0.8 | 101 | -23 | 17 | x | 25 | 6 | 1 | 100
CC(OC(=O)CCc1nc2ccccc2[nH]c1=O)C(=O)c1ccccc1 (stereo not given) | 1 | 99 | 0.2 | 95 | -11 | 7 | 15 | 19 | 11 | 0 | 92
O=C(/C=C/c1ccccc1Cl)Nn1cnc2ccccc2c1=O | 13 | 102 | 0.8 | 105 | -5 | 11 | 9 | 17 | 14 | 0 | 104
COC(=O)C1=C(N)OC2=C(C(=O)CCC2)C1c1cccs1 (stereo not given) | 4 | 100 | 0.6 | 101 | -31 | 39 | x | -11 | 8 | -2 | 108
CC(/C=C/c1ccccc1)=N/NC(=O)C(O)c1ccccc1 (stereo not given) | 0 | 100 | -0.6 | 95 | -7 | 16 | -9 | 0 | 13 | -4 | 99
COc1cccc(OC)c1C(=O)Nc1ccc(N2CCCCC2)cc1 | -1 | 98 | -0.5 | 98 | -30 | 33 | x | 13 | 15 | 3 | 96
Cc1c(NC(=O)Cn2[nH]c(=O)c3ccccc3c2=O)c(=O)n(-c2ccccc2)n1C | 1 | 98 | 0.6 | 102 | -23 | 18 | 11 | 14 | 34 | -3 | 104
